# Screens deposited in PubChem BioAssay by several laboratories.
# NCOA3 inh: inhibitors of human steroid receptor coactivator 3 (SRC3); Q9Y6Q9; HEK293 GAL4-SRC3 luciferase reporter, luminescence; inhibition, % at 3.6 µM; 360,000 tested, 0.17% active; AID 588352;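 active means inhibition above a per-campaign cutoff, the mean of all compounds plus 3 SD, cut at about 60% in these data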;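 further: 0% = DMSO-treated cells and 100% = gossypol-treated cells at 36 µM; higher means less SRC3-driven luciferase light from the GAL4 reporter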
# COUP-TFII inh: inhibitors of human COUP-TFII (NR2F2); inhibition, % at 8.6 µM; HEK293T NGFI-A luciferase reporter, luminescence; P24468; 370,000 tested, 0.7% active;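 active means inhibition above a per-plate cutoff, mean inhibition of test wells between control levels plus 3 SD, cut at about 38% in these data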;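 further: cells cotransfected with COUP-TFII expression vector driving the NGFI-A reporter; 0% = median of COUP-TF2 test wells and 100% = reporter-only cells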
# Target sequence (P24468 whole entry, looked up): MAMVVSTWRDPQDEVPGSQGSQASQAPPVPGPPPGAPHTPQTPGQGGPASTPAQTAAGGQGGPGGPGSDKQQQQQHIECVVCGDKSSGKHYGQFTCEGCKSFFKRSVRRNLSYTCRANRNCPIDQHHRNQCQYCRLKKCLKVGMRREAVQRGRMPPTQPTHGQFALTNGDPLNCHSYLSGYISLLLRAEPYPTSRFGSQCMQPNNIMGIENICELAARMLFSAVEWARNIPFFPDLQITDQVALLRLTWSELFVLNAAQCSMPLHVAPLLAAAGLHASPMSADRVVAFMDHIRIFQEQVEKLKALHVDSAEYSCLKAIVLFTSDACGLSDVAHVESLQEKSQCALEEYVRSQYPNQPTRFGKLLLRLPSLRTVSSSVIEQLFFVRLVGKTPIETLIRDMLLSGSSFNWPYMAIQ
# TLR9-MyD88 block: inhibitors of human TLR9-MyD88 binding; CHO BLA complementation TLR9-MyD88, CCF4 FRET ratio; 340,000 tested, 0.21% active; Q9NR96+Q99836; inhibition, % at 4.98 µM;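 active means inhibition above the mean over all tested compounds plus 3 SD, cut at about 21% in these data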;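 further: 0% = DMSO only wells and 100% = clavulanate BLA inhibitor control wells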
# NOD2-RIPK2 inh: inhibitors of human NOD2-RIPK2 interaction | CHO BLA complementation NOD2-RIPK2, CCF4 ratio | inhibition, % at 4.98 µM | AID 624267 | O43353 | 360,000 tested, 0.38% active; in the data active means inhibition above about 21%;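 further: 0% = vehicle only and 100% = reference blocker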
# MC4R antagonist: human MC4R antagonism in cAMP assay; P32245; MC4R-expressing cells, MTII-stimulated cAMP, LANCE TR-FRET; inhibition, % at 6.5 µM; 360,000 tested, 0.48% active; AID 540295;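 active means inhibition above its plate's cutoff, the mean of tested wells on that plate plus 3 SD, cut at about 29% in these data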;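 further: 0% = Melanotan II alone and 100% = Melanotan II plus saturating MCL0020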
# Target sequence (P32245 whole entry, looked up): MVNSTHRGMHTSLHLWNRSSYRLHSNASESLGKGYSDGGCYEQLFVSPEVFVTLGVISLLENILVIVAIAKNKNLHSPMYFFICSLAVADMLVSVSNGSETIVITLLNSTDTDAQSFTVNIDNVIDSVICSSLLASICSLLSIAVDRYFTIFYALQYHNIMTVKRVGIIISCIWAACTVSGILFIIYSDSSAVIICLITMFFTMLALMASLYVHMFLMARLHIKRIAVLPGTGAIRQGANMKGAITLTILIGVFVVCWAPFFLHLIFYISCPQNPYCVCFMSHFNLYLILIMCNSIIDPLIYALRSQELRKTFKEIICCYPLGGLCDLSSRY
#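 Test system: U2OS cells stably expressing human melanocortin 4 receptor (MC4R); also added: Melanotan II challenge; compound: 6.5 µM single dose; timing: 30-min compound preincubation, 1-h Melanotan II challenge, 1-h detection, room temperature; signal: Eu-cAMP/anti-cAMP TR-FRET, emission 671 nm; repeats: one well per compound, no replicates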
# MC4R ag barr: activates human MC4R beta-arrestin recruitment | P32245 | U2OS MC4R beta-arrestin complementation, luminescence; percent of melanotan II response, DMSO zero | activation, % at 8.9 µM | 360,000 tested, 0.98% active | AID 540308;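 active means activation above a per-plate cutoff, the mean activation of sample wells on that plate plus 3 SD, cut at about 8% in these data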
# EBV LMP1 NFkB: Epstein-Barr LMP1 NF-kappaB reporter inhibition; LMP1-induced NF-kappaB luciferase reporter cells, luminescence; inhibition, % at 12.5 µM; 350,000 tested, 0.69% active; AID 504558; in the data active means inhibition above about 41%;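 further: 0% = neutral control wells and 100% = reference inhibitor control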
# ABHD5 PLIN5 PPI: ABHD5-PLIN5 protein interaction inhibition. Q00G26+Q8WTS1. Split G. princeps luciferase complementation, luminescence, 4 h. inhibition, % at 4 µM. 360,000 tested, 0.78% active;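 active means inhibition above the mean inhibition across every tested compound plus 3 SD, cut at about 22% in these data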;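 further: 0% = DMSO only wells and the 100% control is not disclosed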
# NCOA1 inh: inhibits human SRC1 coactivator; 360,000 tested, 0.12% active; inhibition, % at 3.6 µM; HEK293 GAL4-SRC1 luciferase reporter, luminescence; Q15788;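 active means inhibition above the campaign mean plus 3 SD, with each screening campaign given its own cutoff, cut at about 60% in these data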;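 further: 0% = DMSO treated cells and 100% = gossypol at 36 µM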
# LRH-1 inv ag: NR5A2 inverse agonism in reporter assay; O00482; HEK293T StAR-luciferase reporter, LRH-1 transfected, 24 h; inhibition, % at 3.6 µM; 360,000 tested, 0.13% active; AID 602396;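 active means inhibition above the mean inhibition of all tested compounds plus 3 SD, cut at about 73% in these data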;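 further: 0% = DMSO wells and 100% = reporter-only cells lacking LRH-1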
# SRC2 inh: inhibits human steroid receptor coactivator 2; Q15596; inhibition, % at 9 µM; HEK293 GAL4-SRC2 luciferase reporter, luminescence; 370,000 tested, 0.17% active;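 active means inhibition above the mean inhibition of all tested compounds plus 3 SD, set per campaign, cut at about 52% in these data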;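 further: 0% = DMSO treated cells and 100% = cells given Gossypol at 36 µM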
# The depositor's hits bear a star; / = not tested or not shown.
SMILES,NCOA3 inh,COUP-TFII inh,TLR9-MyD88 block,NOD2-RIPK2 inh,MC4R antagonist,MC4R ag barr,EBV LMP1 NFkB,ABHD5 PLIN5 PPI,NCOA1 inh,LRH-1 inv ag,SRC2 inh
O=C(CN1CCN(c2ccc(Cl)cc2)CC1)c1ccccc1,11.6,-14.0,10.6,3.2,9.0,-1.1,-5.1,1.7,-7.4,-6.5,-0.6
COCCNC(=O)c1ccc(CS(=O)(=O)c2ccc(Cl)cc2)o1,8.8,0.2,1.1,-12.1,1.8,-1.4,1.5,-6.5,-5.5,-16.1,3.0
O=[N+]([O-])c1ccc(N2CCN(c3ccc(F)cc3)CC2)nc1,11.2,-6.0,-0.9,-10.7,-1.1,2.5,/,3.4,-23.3,-3.2,-12.0
CCCc1nc2ccccc2c(=O)n1/N=C/c1ccccc1O,22.9,1.3,-8.7,-5.3,5.7,-1.5,-3.0,5.0,-2.9,-4.5,-0.1
C=CCOc1ccccc1CN1CCC(C(=O)Nc2cccc(-c3ccn[nH]3)c2)CC1,1.9,4.3,0.3,8.0,1.6,-2.3,6.3,1.3,9.8,3.4,-24.7
O=c1[nH]c(SCc2ccccc2)nc2ccsc12,1.1,0.1,-10.3,8.0,0.9,-2.9,-9.9,-2.0,-30.2,-22.8,12.1
CN(C)CC/C=C1\c2ccc(F)cc2Sc2cc(F)c(Cl)cc21,4.1,4.9,/,12.7,-3.6,2.4,/,4.5,-10.3,-6.4,-11.6
COc1ccccc1CC(=O)N1CCN(c2ccc([N+](=O)[O-])cc2)CC1,19.3,30.8,-3.0,-15.0,1.9,-5.8,4.5,-4.9,2.6,25.7,31.7
COc1ccc(Cl)c2sc(N3CCN(C(=O)C4=COCCO4)CC3)nc12,14.6,13.2,-11.2,3.3,13.7,0.5,-4.6,-5.3,15.9,1.0,-3.2
COc1ccc(S(=O)(=O)N2CCOCC2)cc1NC(=O)c1ccc(S(=O)(=O)N2CCCCC2)cc1,-8.7,8.4,1.4,-2.5,8.4,-0.8,-4.2,-2.1,-6.3,3.4,15.7
CCN(CC)c1ccc2nc3ccccc3[n+](CC)c2c1,67.8*,/,0.6,-3.5,-43.0,-3.0,1.3,6.4,62.6*,76.2*,/
COC(C(=O)Nc1ccnn1C1CCN(Cc2ccc(C)o2)CC1)c1ccccc1 (stereo unspecified),12.7,-5.8,-9.2,-6.6,1.4,-2.5,-1.3,9.3,1.9,14.1,3.5
O=C(Nc1ncccc1O)c1cccc(S(=O)(=O)N2CCCc3ccccc32)c1,1.5,-4.7,5.8,-2.7,10.6,-0.1,1.0,3.9,-9.4,1.8,-0.6
O=C(CN1C(=O)CCC1=O)Nc1nc(-c2ccc(Cl)s2)cs1,2.8,-10.1,-12.1,-1.9,-6.5,-2.5,-4.1,0.9,-2.7,-9.2,-0.6
COc1cc2c(cc1OC)C(C)N(C(=O)c1cc(Cl)nc(Cl)c1)CC2 (stereo unspecified),4.3,13.8,9.5,-1.2,-5.8,0.2,-12.4,-8.7,15.6,15.7,-42.8
COc1ncnc2c1ncn2CCCN1CCN(C(=O)C2CC2)CC1,1.0,7.6,-2.9,-10.4,2.8,-0.9,-2.2,3.5,6.6,2.3,11.3
CCOC(=O)c1cc(S(=O)(=O)Nc2cccc(OC)c2)cn1C,8.8,9.1,1.1,11.8,3.1,-1.7,13.1,-4.6,10.4,8.4,8.7
CNc1c([N+](=O)[O-])cnn1-c1ccc(Cl)cc1Cl,6.8,-8.1,4.4,-2.1,-6.5,-0.1,-1.3,-1.3,3.3,2.3,-14.0
COc1cc(CNCCO)cc(Br)c1OCc1ccccc1Cl,3.7,-19.3,-1.6,1.2,-4.2,0.4,-1.9,9.4,-3.9,2.5,17.1
Cc1ccc(N(Cc2cc(=O)[nH]c3ccccc23)C(=O)CCl)c(C)c1,41.6,8.0,-5.1,-3.9,2.5,2.1,46.9*,-9.9,27.1,59.8,68.6*
CC(=O)N1CCN(C2=NC(=O)C(=C3CCCCC3)S2)CC1,2.4,1.8,-3.1,-12.3,-3.7,-1.3,-0.1,-1.1,-28.5,-20.3,-3.3
Cc1ccccc1Cn1c(=O)n(CCCC(=O)NCc2ccco2)c(=O)c2ccccc21,1.3,-11.9,-12.3,-1.3,3.9,-1.2,-20.0,3.0,-15.2,3.5,-11.5
O=C(Cc1cccs1)Nc1nnc(SCc2ccc(Br)cc2)s1,3.4,3.9,-4.1,-10.1,-0.2,3.9,0.8,-17.2,-0.8,-9.3,-52.5
COC(=O)/C=C1\S/C(=N/NC(=O)c2ccc(OC)cc2)NC1=O,14.6,-21.5,1.4,10.8,27.6,-1.1,-9.5,1.5,6.4,12.5,-23.8
CCCCC(=O)NC(=S)Nc1cccc(NC(=O)c2ccccc2)c1,16.8,-2.8,5.1,-1.6,16.9,1.8,16.1,-5.0,15.0,22.9,4.5
# (continued)
SMILES,NCOA3 inh,COUP-TFII inh,TLR9-MyD88 block,NOD2-RIPK2 inh,MC4R antagonist,MC4R ag barr,EBV LMP1 NFkB,ABHD5 PLIN5 PPI,NCOA1 inh,LRH-1 inv ag,SRC2 inh
COC(=O)CNC(=O)C1CCC(CNS(=O)(=O)c2cccc3nsnc23)CC1 (stereo unspecified),3.5,-1.6,8.5,-8.6,4.6,-0.8,4.8,-3.0,-20.3,5.2,-2.3
Cc1ccc(CNc2ncnc3cc(Cl)ccc23)o1,0.8,10.6,2.9,-0.6,0.8,-1.2,5.6,1.4,-2.0,19.6,-9.2
COc1ccc(C2C(C#N)=C(C)NC(C)=C2C#N)c(OC)c1,-2.4,11.1,-0.7,-9.1,11.0,0.4,-4.6,-1.0,-4.4,-6.8,26.2
CCOc1ccc2[nH]cc(C(=O)N3CCN(CC)CC3)c(=O)c2c1,-6.4,1.4,1.3,-15.7,2.6,0.2,-9.2,7.7,10.2,-18.2,-39.0
OCCC1CN(CCCc2ccccc2)CCN1CCc1ccccc1 (stereo unspecified),-5.5,-1.8,-5.3,5.6,7.0,1.2,4.6,-1.8,5.9,7.7,-8.7
COC(=O)[C@@]1(Cc2ccc(F)cc2)[C@H]2c3cc(C(=O)N(C)C)n(Cc4ccc(C)c(F)c4F)c3C[C@H]2CN1C(=O)c1ccccc1,/,13.1,/,-11.6,/,/,/,4.3,/,0.1,17.9
CC(C)N(C(=O)[C@H]1C[C@H](CC(=O)NCCC2=CCCCC2)C(=O)N2CCc3c([nH]c4cc(CCC(=O)N(C)C)ccc34)[C@]12C)C(C)C,1.1,-14.1,-6.1,11.3,-0.2,-1.8,-7.8,-5.0,-15.1,13.2,-9.0
Cc1cccc(NC(=O)c2cc(S(=O)(=O)N3CCOCC3)cn2C)c1C,6.3,-18.3,2.8,0.3,5.0,0.8,3.4,-3.9,6.1,3.1,-1.1
OCCN1CCN(CC(O)COc2ccc(C34CC5CC(CC(C5)C3)C4)cc2)CC1 (stereo unspecified),14.3,-3.7,21.8*,4.6,4.1,4.8,-8.5,36.0*,-14.2,-7.4,0.1
CC(C)Oc1ccc(CNC(=O)CCC(=O)N2CC(C)Sc3ccccc32)cc1 (stereo unspecified),-8.3,6.1,-15.8,12.0,-4.4,0.1,-10.1,11.3,-6.3,8.2,-16.8
CSc1n[nH]c(N)c1S(=O)(=O)c1ccc(Cl)cc1,10.1,2.8,-4.7,6.0,16.0,0.9,4.4,-10.7,0.9,5.2,0.6
CC(NC(=O)c1ccccc1)C(=O)OCC(=O)N1c2ccccc2Sc2ccccc21 (stereo unspecified),1.7,-6.2,-17.4,-3.7,-0.9,2.8,1.3,-0.8,-31.5,6.9,-1.7
Cc1cc2nc(SCC(=O)N(C)C)c3c(c2cc1C)CCCC3,9.4,-11.4,-1.1,6.0,6.2,-0.1,-1.7,1.9,-14.2,2.0,8.1
Cc1csc(SCC(=O)Nc2ccc(Cl)cn2)n1,-5.3,-0.7,3.8,-7.5,7.5,-3.0,-9.0,-2.5,-25.1,-22.0,-12.4
CCN(CC)CCN(C(=O)c1ccc2c(c1)OCCO2)c1nc2cc3c(cc2s1)OCO3,-13.6,-14.9,-3.6,-0.3,5.2,-1.2,3.5,0.9,-30.4,2.5,-9.2
COc1cc(Nc2nc(SCC#N)nc3ccccc23)cc(OC)c1OC,8.9,18.9,-21.1,-1.8,12.1,0.4,-10.6,-7.2,-0.8,21.5,9.9
CC(=O)c1ccc(N2CCN(C(=O)C3CCN(S(=O)(=O)Cc4ccccc4)CC3)CC2)cc1,23.3,11.8,-2.9,3.8,8.6,0.4,11.2,-3.7,-4.0,0.2,-47.4
Cc1cnc(C(=O)OCC(=O)Nc2ccc(Oc3ccccc3)cc2)cn1,-35.7,-4.0,1.8,-2.1,10.2,-2.4,6.0,-0.5,-6.4,-10.0,-9.1
OC(c1ccc2ccccc2n1)c1c(Cl)cccc1Cl (stereo unspecified),-23.4,-7.6,2.5,-29.8,4.5,3.0,-2.2,2.4,5.5,42.2,-1.2
COc1ccc(Cc2c(O)nc(SC)n(C(C)=O)c2=O)cc1,-29.5,-7.3,-3.4,-6.7,14.3,0.3,-0.3,-5.5,11.2,2.2,4.4
CC(C)Cc1ccc(C(C)CC2=CCC(CN(C)C)C2=O)cc1 (stereo unspecified),-9.1,4.0,-3.6,-9.7,39.0*,6.6,-10.2,38.0*,7.4,2.7,-3.0
Cc1ccc(/C(N)=N/OC(=O)Cc2cccc3ccccc23)cc1,0.5,5.9,6.8,1.8,-6.1,0.4,-11.4,2.1,10.5,5.8,-29.5
COc1ccc(CNC(=O)CN2C(=O)NC(C)(c3ccc(C(C)(C)C)cc3)C2=O)cc1 (stereo unspecified),4.3,-1.3,-5.1,9.1,4.6,-0.5,6.5,1.6,15.8,-16.5,-12.6
CC(C)(C)c1ccccc1NC(=O)C1=COCCO1,-6.7,-34.4,0.9,-4.5,-1.8,-0.6,3.4,-1.3,-17.5,10.0,-11.0
COc1ccc(/C=N/NC(=O)C(=O)N2CCCCCC2)cc1O,-37.6,15.7,-1.7,0.6,-3.2,-1.3,2.2,-9.8,-11.2,-9.0,28.1
CCc1nonc1NC(=O)c1oc2ccc(Cl)cc2c1C,-20.3,-22.0,8.4,-12.4,5.2,-0.9,-5.2,-2.6,-26.2,8.8,-11.7

# This is a subset; rates above refer to the full screens.
